Source: PubChem
MEP2 TOR yeast – modulators of MEP2-GFP levels in yeast, primary screen, S. cerevisiae, multiplex flow cytometry, MLPCN library; AID 2016, 2009; GFP response vs DMSO, % at 10 µM; S. cerevisiae MEP2-GFP strain, 3 h; 100% = DMSO control level; actives 0.51% (n = 330,000);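 active = GFP response versus DMSO above a set limit, roughly screen mean plus 3 SD, cut at about 180% in these data; inconclusive = fewer than 70 cells counted for a yeast strain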;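 note: median GFP fluorescence of the barcode-gated MEP2-GFP cells per well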
LAP4-GFP MLPCN – modulators of LAP4-GFP expression in yeast, primary screen, S. cerevisiae, multiplex flow cytometry, MLPCN library; actives 0.34% (n = 320,000); GFP response vs DMSO, % at 10 µM; AID 2023, 2009; 3 h; median GFP as percent of DMSO wells;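 active = GFP response vs DMSO above a set limit, about the screen mean plus 3 SD, cut at about 150% in these data; inconclusive = under 70 cell events counted for the yeast strain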
procasp7 counter – procaspase-7 activators, primary screen, counter-screen for procaspase-3 activator project, biochemical, absorbance, HTS, human; activation, % at 8.5 µM; actives 0.093% (n = 330,000); recombinant procaspase-7, Ac-DEVD-pNA absorbance 405 nm; D23A/D198A/D206A triple mutant, cannot self-cleave; scale: DMSO 0, 5 µM enzyme 100; Caspase-7 (Homo sapiens), P55210;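 active = percent activation above the screen-wide mean plus 3 SD, cut at about 25% in these data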
Target sequence (P55210 whole entry D23A/D198A/D206A): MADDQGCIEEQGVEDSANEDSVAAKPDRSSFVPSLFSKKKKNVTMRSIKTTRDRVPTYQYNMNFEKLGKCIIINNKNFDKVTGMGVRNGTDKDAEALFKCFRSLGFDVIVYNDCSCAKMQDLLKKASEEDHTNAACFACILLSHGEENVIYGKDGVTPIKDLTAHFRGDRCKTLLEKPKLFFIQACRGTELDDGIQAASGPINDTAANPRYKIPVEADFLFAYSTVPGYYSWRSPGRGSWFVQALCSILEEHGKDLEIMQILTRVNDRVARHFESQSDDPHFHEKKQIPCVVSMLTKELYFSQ
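Assay system – Uncleavable procaspase-7 mutant enzyme · Quantity – 2 µM procaspase-7 mutant as dispensed · Times – 1 h preincubation, 2 h reaction · Dosing – single nominal 8.5 µM compound dose, 0.8% DMSO final · Buffer or medium – Zinc-free 50 mM HEPES buffer, pH 7.4, with NaCl and Triton X-100 · Detection – Epi-absorbance of released pNA at 405 nm, two timepoints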
AGP1-GFP MLPCN – modulators of AGP1-GFP expression in yeast TOR pathway, primary screen, cell-based, multiplex flow cytometry, S. cerevisiae, MLPCN library; 3 h; GFP as percent of DMSO wells; GFP response vs DMSO, % at 10 µM; actives 0.02% (n = 320,000);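 active = GFP response relative to DMSO above a set limit, near screen average plus 3 SD, cut at about 150% in these data; inconclusive = fewer than 70 cells counted for the yeast strain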;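 note: median GFP channel fluorescence of the gated AGP1 strain per well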
CIT2-GFP yeast – modulators of CIT2-GFP expression in yeast, primary screen, S. cerevisiae, GFP fusion, multiplex flow cytometry, MLPCN library. S. cerevisiae CIT2-GFP strain, 3 h; 100 means same as DMSO wells. GFP response vs DMSO, % at 10 µM. actives 0.065% (n = 320,000). AID 2029, 2009;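 active = GFP response relative to DMSO above a set limit, near the screen mean plus 3 SD, cut at about 150% in these data; inconclusive = Fewer than 70 cells measured for a yeast strain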;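 note: ratio of well median GFP fluorescence to mean of DMSO wells on the plate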
RPL19A TOR yeast – RPL19A-GFP expression modulators in yeast, primary screen, cell-based, S. cerevisiae, multiplex flow cytometry, MLPCN; S. cerevisiae RPL19A-GFP strain, 3 h; active compounds read low; actives 0.3% (n = 330,000); AID 2025, 2009; percent response vs DMSO, % at 10 µM;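 active = percent response vs DMSO below 50%; inconclusive = fewer than 70 events counted for the yeast strain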;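 note: median channel GFP fluorescence of the barcoded RPL19A-GFP strain; ratio of sample median GFP to plate DMSO average so 100% = DMSO; lower means less RPL19A-GFP as with rapamycin TOR inhibition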
proCasp3 act – activators of human procaspase-3 D3A mutant, primary screen, biochemical, absorbance, PC-3 D3A mutant, single concentration | Caspase-3 (Homo sapiens), P42574 | recombinant procaspase-3 D3A, Ac-DEVD-pNA absorbance 405 nm | activation, % at 8.5 µM | actives 0.11% (n = 330,000) | AID 463141, 2010;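 active = activation above the mean of all tested compounds plus 3 SD, cut at about 21% in these data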;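 note: 0% = DMSO alone and 100% = DMSO wells spiked with extra 5 µM PC-3 D3A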
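Technique: 405 nm absorbance of p-nitroaniline, reads at 0 and 120 min; Test system: Procaspase-3 D3A mutant; Incubation: 1 h enzyme-compound preincubation, then 2 h substrate reaction, 25 °C; Repeats: singlicate, each compound tested once; Benchmarks: low control DMSO wells, high control DMSO plus 5 µM PC-3 D3A.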
AHR act – AHR activators, primary screen, cell-based, luminescence, luciferase reporter, human | AHR-responsive luciferase reporter cells | activation, % at 5 µM | actives 2.5% (n = 320,000); in the data active = activation above about 47%;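 note: 0% = vehicle wells and 100% = reference agonist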
Target sequence (P35869 whole entry, looked up): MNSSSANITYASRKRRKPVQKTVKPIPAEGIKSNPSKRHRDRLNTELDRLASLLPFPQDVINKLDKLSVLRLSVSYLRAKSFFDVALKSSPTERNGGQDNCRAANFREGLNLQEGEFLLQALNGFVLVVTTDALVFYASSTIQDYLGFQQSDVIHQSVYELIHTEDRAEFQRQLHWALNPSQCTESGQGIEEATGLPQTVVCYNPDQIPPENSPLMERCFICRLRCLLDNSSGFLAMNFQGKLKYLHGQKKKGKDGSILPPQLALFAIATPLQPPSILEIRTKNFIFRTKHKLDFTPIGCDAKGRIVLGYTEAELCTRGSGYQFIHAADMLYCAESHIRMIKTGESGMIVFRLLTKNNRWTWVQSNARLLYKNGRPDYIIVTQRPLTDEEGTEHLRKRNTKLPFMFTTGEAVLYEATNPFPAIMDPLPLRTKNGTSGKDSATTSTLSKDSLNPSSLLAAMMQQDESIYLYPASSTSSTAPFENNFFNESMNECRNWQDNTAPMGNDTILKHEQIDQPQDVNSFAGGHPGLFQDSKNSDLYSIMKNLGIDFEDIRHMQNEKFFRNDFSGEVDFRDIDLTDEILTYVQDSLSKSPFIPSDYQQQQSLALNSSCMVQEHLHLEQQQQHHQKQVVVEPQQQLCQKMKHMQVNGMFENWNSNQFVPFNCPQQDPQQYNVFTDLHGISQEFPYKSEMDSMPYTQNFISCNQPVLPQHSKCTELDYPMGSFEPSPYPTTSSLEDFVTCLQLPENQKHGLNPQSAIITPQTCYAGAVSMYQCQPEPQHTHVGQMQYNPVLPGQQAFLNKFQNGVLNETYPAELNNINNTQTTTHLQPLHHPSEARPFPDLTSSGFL
Numbers without * were called inactive; ? = inconclusive; . = no result given; [ ] = remark or other dose.

SMILES	MEP2 TOR yeast	LAP4-GFP MLPCN	procasp7 counter	AGP1-GFP MLPCN	CIT2-GFP yeast	RPL19A TOR yeast	proCasp3 act	AHR act
CC(C)CNC(=O)c1cc([N+](=O)[O-])ccc1N1CCCCC1	103	98	-8	104	96	104	0	0
COC(=O)c1c(C(=O)OC)c(-c2ccccc2)n2c1CS(=O)C2 (configuration not stated)	355*[may fluoresce violet]	100[may fluoresce violet]	8	?	?	41*[may fluoresce violet]	-8	-2
CCOc1cc(Br)c(CC(=O)O)cc1OCC	103	104	0	99	101	98	-5	1
CC1(C)CC(=O)C2=C(C1)N(c1ccccc1)C(N)=C(C#N)C2c1cccnc1 (configuration not stated)	105	104	6	106	96	99	3	3
CCN(CC)C(=O)CN(c1cc(Cl)ccc1OC)S(=O)(=O)c1ccc(C)c([N+](=O)[O-])c1	101	92	6	97	94	96	-9	1
Cc1nc(Cl)c(C#N)cc1-c1ccccc1	105	97	-4	102	105	104	10	0
Cc1cc(C(=O)COC(=O)CNS(=O)(=O)c2ccc3ccccc3c2)c(C)n1-c1ccccc1	104	100	14	101	98	104	-5	-1
CCC(C)NC(=O)C1CCN(C(=O)c2ccccc2)CC1 (configuration not stated)	97	96	0	98	94	98	7	-1
Cc1ccc(S(=O)(=O)N2CCN(C(=O)COC(=O)c3cccnc3Cl)CC2)c(C)c1	95	91	11	90	81	91	13	0
COc1ccc(CCNC(=O)c2ccccc2NS(=O)(=O)c2c(F)cccc2F)cc1	106	97	3	103	108	108	2	-2
COCCC(=O)N1CCC(Oc2ccc(C(=O)N3CCCC(CCCO)C3)cc2)CC1 (configuration not stated)	99	102	11	102	102	100	13	2
COc1ccc(/C=C/C(=O)NCCc2ccc(OC)c(OC)c2)cc1	107	97	-4	105	100	99	12	-1

Among those listed so far, two have a nitro group on carbon:
SMILES	MEP2 TOR yeast	LAP4-GFP MLPCN	procasp7 counter	AGP1-GFP MLPCN	CIT2-GFP yeast	RPL19A TOR yeast	proCasp3 act	AHR act
CC(C)CNC(=O)c1cc([N+](=O)[O-])ccc1N1CCCCC1	103	98	-8	104	96	104	0	0
CCN(CC)C(=O)CN(c1cc(Cl)ccc1OC)S(=O)(=O)c1ccc(C)c([N+](=O)[O-])c1	101	92	6	97	94	96	-9	1

Additional entries.
SMILES	MEP2 TOR yeast	LAP4-GFP MLPCN	procasp7 counter	AGP1-GFP MLPCN	CIT2-GFP yeast	RPL19A TOR yeast	proCasp3 act	AHR act
COC(=O)C1=C(C)N(C)C(C)=C(C(=O)OC)C1c1ccc(F)c(Br)c1	97	90	-1	97	96	98	-4	-2
O=C(CC12CC3CC(CC(C3)C1)C2)Nc1ccccc1N1CCOCC1	99	93	9	90	98	97	5	1
CC1CC(C)CN(S(=O)(=O)c2ccc3oc(=O)ccc3c2)C1 (configuration not stated)	99	108	1	103	105	99	-3	-3
COc1ccc(CCNC(=O)Cc2ccsc2)cc1	97	99	7	99	102	101	-1	-3
O=S(=O)(Cc1ccccc1Cl)NCCc1ccc(F)cc1	111	99	1	106	108	104	7	-3
Cc1c(OC(C)C(=O)N2C[C@H]3C[C@@H](C2)c2cccc(=O)n2C3)ccc2c3c(c(=O)oc12)CCC3 (some centres not stated)	100	105	-6	103	105	99	3	-1
Cc1cc(C)n2nc(C(=O)OCCOc3cccc(Br)c3)nc2n1	98	99	6	.	98	101	-5	6
O=C(NCCNc1ccc([N+](=O)[O-])cc1)c1cccc2c(Br)cccc12	85	82	-7	91	113	102	3	8
CCOC(=O)CC1COCCN1C(=O)c1cc(COc2ccc(F)c(F)c2)on1 (configuration not stated)	96	87	-7	95	101	97	3	3
CC(=O)Nc1ccc(/C=C/C(=O)c2ccccc2)cc1	87	.	-7	87	78	83	-7	10
O=C(NCC(=O)N1CCOCC1)c1ccc(Br)o1	92	100	0	103	88	95	-10	3
COc1ccccc1N1CCN(C2CCN(S(=O)(=O)c3ccc(C)cc3)CC2)CC1	103	91	-2	102	97	97	-1	-1
CCc1[nH]nc2c1C(c1cccc(OC(=O)N3CCOCC3)c1)C(C#N)=C(N)O2 (configuration not stated)	111	105	6	104	106	99	9	-1
COC(=O)c1cc(OC)c(OC)cc1NC(=S)N1CCN(C/C=C/c2ccccc2)CC1	106	101	8	103	104	103	-4	3
COc1ccc(NC(=O)C(CC(=O)O)Cc2ccc(C)cc2)cc1 (configuration not stated)	111	112	4	105	113	105	-4	17
O=C(CSc1nnc(CNC(=O)c2c(F)cccc2F)o1)NCC1CCCO1 (configuration not stated)	119	104	8	99	108	93	5	-1
CC(C)c1ccc(C(O)P(=O)(OCc2ccccc2)c2ccc(N(C)C)cc2)cc1 (configuration not stated)	106	99	-3	97	92	99	-8	-2
O=C(Cc1cc(=O)[nH]c(=O)[nH]1)NCc1ccccc1	103	99	5	107	98	101	1	-5
COc1ccccc1C(=O)Nc1ccc(Nc2ccccc2)cc1	105	97	-3	104	97	97	0	-1
CC1=CC(C)(C)N2C(=O)C3(C(C#N)=C(N)Oc4cc(O)ccc43)c3c(C)c(C)cc1c32 (configuration not stated)	93	89	0	95	96	89	8	35
Cc1nn(C(=O)c2ccco2)c(C)c1CN1C(=O)c2ccccc2C1=O	92	94	12	94	95	96	2	-1
COc1ccc(C(=O)ON=C2C=C(C)C(=O)C(C)=C2)cc1	98	95	-11	97	97	106	2	-4
C=CS(=O)(=O)c1ccc(Oc2ccc(S(=O)(=O)C=C)cc2)cc1	95	117	-14	97	99	102	-29	-1
O=C(Nc1ccc(C(F)(F)F)cc1)C1CC(=O)N(c2ccc3c(c2)OCCO3)C1 (configuration not stated)	111	103	4	108	111	103	-4	-2
N=C1C(c2ccc(Br)cc2)=C(O)C2CCc3ccccc3N12 (configuration not stated)	93	89	15	97	.	92	8	15
COC(=O)CCCCC1SCC(NC(=O)c2ccccc2)C1=O (configuration not stated)	102	93	-5	97	102	101	4	-2
O=C1OC[C@H]2CCCN2C(=O)[C@@H](CC(=O)N(CCO)Cc2ccccc2)C/C=C\C[C@@H]1Cc1ccc(F)cc1	88	84	-2	88	91	94	-7	5
Cc1onc(-c2ccccc2)c1C(=O)N/N=C/C(Br)=C/c1ccccc1	101	99	0	97	95	102	10	0
O=C(COC(=O)CNC(=O)c1ccco1)Nc1ccccc1OC(F)F	109	97	-11	93	86	92	3	1
CCN1CCN(CC(=O)Nc2cc(F)ccc2C)CC1	101	.	2	92	82	95	5	2
COc1ccc(NC(=O)CSc2nnc(-c3ccccn3)n2N)cc1	108	98	-13	115	106	107	-5	9
Cc1cccc(NC(=O)CSc2nc3nc(C)cc(C)n3n2)c1	106	101	-5	101	104	102	7	-5
O=C(Nc1ccccc1N1CCOCC1)c1cc2c(s1)CCCCC2	108	103	3	105	110	116	-1	3
CN=c1scc(C)n1/N=C/c1ccc(O)cc1O	?	?	8	?	?	.	-6	1
CC(O)c1cccc(NC(=O)CCC(=O)O)c1 (configuration not stated)	101	95	3	95	97	100	-8	1
Cc1cc(OC(C)C(=O)N2C[C@H]3C[C@@H](C2)c2cccc(=O)n2C3)c2c(C)c(C)c(=O)oc2c1 (some centres not stated)	94	103	4	98	95	99	6	-1
CC1CN(c2nc(Nc3ccccc3F)nc(N)c2[N+](=O)[O-])CC(C)O1 (configuration not stated)	98	106	-4	92	97	102	11	7
COc1cccc(N2CCN(Cc3nc4scc(-c5ccccc5)c4c(=O)[nH]3)CC2)c1	99	110	-5	104	106	103	-3	1
Cn1c(N)c(C(=O)CSc2nc3ccccc3c(=O)n2CCCN2CCOCC2)c(=O)n(C)c1=O	109	98	5	110	107	107	8	0
Cc1ccc(C(=O)NCCCNc2ccccc2[N+](=O)[O-])cc1	92	122	-13	105	92	102	-3	-2
CCOC(=O)c1cnn(-c2c(Cc3ccccc3)c(C)nc3c(-c4ccccc4)c(C)nn23)c1N	92	92	-24	.	85	93	-2	1
Cc1ccc(Nc2nc3ccccc3s2)cc1	106	94	3	98	112	108	9	25
COc1ccccc1NC(=O)NC(=O)N(C(C)C)S(C)(=O)=O	97	91	-3	96	95	96	4	60*
O=C(Nc1ccc(F)cc1F)c1ccc(S(=O)(=O)N2CCCCC2)cc1	110	92	14	99	105	106	8	-4
CCc1ccc(NC(=O)CCNS(=O)(=O)c2cccc3nonc23)cc1	99	99	2	106	97	100	1	10
Cc1ccc(NC(=O)C2(S(=O)(=O)c3ccc(Cl)cc3)CC2)cc1	98	114	-2	103	87	99	1	2
NC(=O)CSc1nnc2ccc(-c3ccco3)nn12	105	107	8	107	103	100	0	0
O=C(NCc1ccccn1)Nc1ccc(F)cc1F	102	96	-1	98	95	97	-1	3

Entries of single compounds as entered above. Order of screens: MEP2 TOR yeast	LAP4-GFP MLPCN	procasp7 counter	AGP1-GFP MLPCN	CIT2-GFP yeast	RPL19A TOR yeast	proCasp3 act	AHR act
Cc1ccc(Nc2nc3ccccc3s2)cc1 reads 106	94	3	98	112	108	9	25
O=C(NCc1ccccn1)Nc1ccc(F)cc1F reads 102	96	-1	98	95	97	-1	3

(list continues)
SMILES	MEP2 TOR yeast	LAP4-GFP MLPCN	procasp7 counter	AGP1-GFP MLPCN	CIT2-GFP yeast	RPL19A TOR yeast	proCasp3 act	AHR act
CCC(C(=O)Nc1ncn[nH]1)(C(F)(F)F)C(F)(F)F	99	95	10	74	94	92	0	2
COCCNC(=O)C(c1ccccc1C)N(C(=O)Cn1nnc2ccccc21)c1cccnc1 (configuration not stated)	101	99	13	99	97	99	2	-1
Cc1cc2ccccc2n1CCNC(=O)Cc1cccc2ccccc12	95	106	3	102	114	100	-6	4
CCOC(=O)N1CCC(NC(=O)c2cc3c(-c4ccc(OC)c(OC)c4)nn(C)c3s2)CC1	100	88	0	101	96	96	-11	8
Cc1noc(-c2ccc(C(F)(F)F)cc2)c1NC(=O)Nc1ccc(Cl)cc1	98	104	3	103	94	99	1	2
CCCc1cc(=O)[nH]c(N/N=C/C=C\c2ccccc2)n1	97	99	-5	98	86	100	-12	31
CN(C)c1cccc(Oc2nc3c(c(=O)n(C)c(=O)n3C)n2C)c1	96	85	-1	89	94	93	-3	15
O=C(c1ccc(CNS(=O)(=O)c2ccc(Br)cc2)cc1)N1CCCCC1	100	92	-1	102	100	100	1	0
COc1cccc(OC)c1C(=O)OCC(=O)N(c1ccccc1)C1CCCCC1	101	98	-6	95	102	98	0	1
Cc1ccc(-n2c(SCC(=O)Nc3cccc(C)c3)nc3c(oc4ccccc43)c2=O)cc1	107	105	20	110	109	105	4	-1
COc1ccc(CNC(=O)[C@H](C)NC(=O)C2CCN(C(=O)[C@H](CCSC)NC(=O)OC(C)(C)C)CC2)cc1	102	105	7	100	99	100	1	0
COc1cc(OC)c(C(=O)OCC(=O)Nc2ccc(N3CCOCC3)cc2)cc1OC	103	100	12	102	102	95	-4	-1
COC(=O)[C@@H]1C[C@@H]2CC[C@@H](O)C[C@@H]2N1Cc1ccc(OC)cc1	97	107	6	97	88	109	2	-1

Outcome played no part in choosing rows; about 3.5% have a hit in one of these screens.
